NCI-60 one-dose screen, 48 h, at 10 µM unless noted. Numbers give growth in % (100 = growth as untreated, 0 = no growth, -100 = all killed).
PC-3: PC-3 prostate cancer cells; AID 1794754; 80,000 tested, 3.9% active
SF-268: SF-268 CNS cancer cells | 82,000 tested, 3.1% active
SK-OV-3: SK-OV-3 ovarian cancer cells | 80,000 tested, 3.2% active | AID 1794785
DU-145: DU-145 prostate cancer. 81,000 tested, 4.2% active
U251: U251 CNS tumor cells; AID 1794753; 80,000 tested, 5.4% active
OVCAR-8: OVCAR-8 ovarian cancer | AID 1794782 | 81,000 tested, 4.4% active
OVCAR-5: OVCAR-5 ovarian cancer; 82,000 tested, 2.9% active; AID 1794783
OVCAR-4: OVCAR-4 ovarian cancer cells. 80,000 tested, 3.7% active
OVCAR-3: OVCAR-3 ovarian cancer | 79,000 tested, 7% active
* marks the source's active call; other numbers are inactive results; & = joins results of further samples. How the source made its calls: active means growth percent below 10; inactive means the rest.

Results for CN(CCCCCl)P(=O)(OCc1ccc([N+](=O)[O-])o1)C(F)(F)c1ccc(CC(=O)NC[C@@H](O)/C=C\[C@@H](O)[C@H](CO)Cc2ccccc2)cc1 (stereo not given in full) ?
SF-268: 98; DU-145: 105; U251: 94; OVCAR-8: 95; OVCAR-5: 111; OVCAR-4: 95; OVCAR-3: 107

How did COC(=O)c1cc(Cl)ccc1NCC(N)c1ccccc1 (stereo not given) do in these assays?
PC-3: 92&82; SF-268: 91&96; SK-OV-3: 101&89; DU-145: 103&113; U251: 90; OVCAR-8: 98&97; OVCAR-5: 108; OVCAR-4: 101&95; OVCAR-3: 96&98

Results for Cc1ccc2c(c1)C(=O)/C(=C\Nc1ccc(C(N)=O)cc1)C(O)O2 (stereo not given) ?
PC-3: 76; SF-268: 83; SK-OV-3: 107; DU-145: 107; U251: 86; OVCAR-8: 97; OVCAR-5: 110; OVCAR-4: 101; OVCAR-3: 85

How did O/N=C1\c2ccccc2-c2ccc(Br)cc21 do in these assays?
PC-3: 101; SF-268: 102; SK-OV-3: 113; DU-145: 110; U251: 104; OVCAR-8: 105; OVCAR-5: 113; OVCAR-4: 104; OVCAR-3: 118

How did CCCC(=O)Nc1ccc2c(c1)CN1C(=O)c3ccccc3C1=N2 do in these assays?
PC-3: 99; SF-268: 101; SK-OV-3: 110; DU-145: 101; U251: 99; OVCAR-8: 98; OVCAR-4: 107; OVCAR-3: 102

Results for CC(=O)N1N=C(c2ccc(Br)cc2)CC1c1c(C)nn(-c2ccccc2)c1N1CCOCC1 (stereo not given) ?
PC-3: 69; SF-268: 83; SK-OV-3: 90; DU-145: 102; U251: 82; OVCAR-8: 88; OVCAR-5: 120; OVCAR-4: 88; OVCAR-3: 104

What do the screens show for `CC(O)CNC1c2ccccc2CC1O` (stereo not given)?
PC-3: 94&87; SF-268: 108&101; SK-OV-3: 99&118; DU-145: 114&117; U251: 104&93; OVCAR-8: 98&91; OVCAR-5: 104&93; OVCAR-4: 101; OVCAR-3: 115&110

Results for CCN(C(=O)CCl)c1ccccc1 ?
PC-3: 86; SF-268: 94; SK-OV-3: 110; DU-145: 107; U251: 94; OVCAR-8: 99; OVCAR-5: 113; OVCAR-4: 93; OVCAR-3: 102

Results for S=C(Cc1ccccc1)N1CCN(c2ccccc2Cl)CC1 ?
PC-3: 87; SF-268: 95; SK-OV-3: 101; DU-145: 102; U251: 99; OVCAR-8: 99; OVCAR-5: 98; OVCAR-4: 105; OVCAR-3: 106

How did Cc1ccc(-c2nc(/C=N/Nc3cc(C)nc4ccc(Br)cc34)c(C)o2)cc1 do in these assays?
PC-3: 5.8*; SF-268: -59*; SK-OV-3: 105; DU-145: -33*; U251: -76*; OVCAR-8: -64*; OVCAR-5: -69*; OVCAR-4: -94*; OVCAR-3: -95*

What do the screens show for `CC(C)(C)NC(=O)C(OC(=O)C1CC1c1ccc(F)c(F)c1)c1ccc(Cl)cc1` (stereo not given)?
PC-3: 96; SF-268: 114; SK-OV-3: 98; DU-145: 113; U251: 99; OVCAR-8: 105; OVCAR-5: 108; OVCAR-4: 105; OVCAR-3: 110

What do the screens show for `C[C@]12CC[C@@H]3c4ccc(O)cc4CC[C@H]3[C@@H]1CC[C@@H]2NS(=O)(=O)c1ccc2ccccc2c1`?
PC-3: 39; SF-268: 59; SK-OV-3: 96; DU-145: 74; OVCAR-8: 60; OVCAR-5: 111; OVCAR-4: 59; OVCAR-3: 57

What do the screens show for `COc1ccc(-c2cc(C(=O)Oc3ccc(C=O)cc3OC)nn2-c2ccc(S(C)(=O)=O)cc2)cc1`?
PC-3: 91; SF-268: 103; SK-OV-3: 122; DU-145: 110; U251: 101; OVCAR-8: 103; OVCAR-5: 125; OVCAR-4: 90; OVCAR-3: 93

What do the screens show for `CC(C)(C)C(=O)C(=O)C(C)(C)C`?
PC-3: 92; SF-268: 101; SK-OV-3: 114; DU-145: 104; U251: 98; OVCAR-8: 100; OVCAR-5: 106; OVCAR-4: 107; OVCAR-3: 108

How did CN(C)c1ncnc2c1ncn2-c1ccccc1 do in these assays?
PC-3: 99; SF-268: 96; SK-OV-3: 111; DU-145: 114; U251: 101; OVCAR-8: 106; OVCAR-5: 90; OVCAR-4: 107; OVCAR-3: 106

What do the screens show for `Cc1ccc2nc3c(nc2c1)c1cc(I)ccc1n3CCN(C)C`?
PC-3: 26; SF-268: 45; SK-OV-3: 39; DU-145: 13; U251: 24; OVCAR-8: 24; OVCAR-5: 32; OVCAR-4: 27; OVCAR-3: 41

What do the screens show for `NC1=NNC(=O)C1`?
PC-3: 97; SF-268: 96; SK-OV-3: 103; DU-145: 96; U251: 102; OVCAR-8: 99; OVCAR-5: 81; OVCAR-4: 105; OVCAR-3: 102

What do the screens show for `Nc1nc(Cl)nc2c1ncn2C1CCC(CO)O1` (stereo not given)?
PC-3: 95; SF-268: 94; SK-OV-3: 102; DU-145: 103; U251: 99; OVCAR-8: 93; OVCAR-4: 114; OVCAR-3: 101

What do the screens show for `CC(=O)c1cc(C(=O)c2ccc3c(c2)Sc2ccccc2N3)c2cccc(C)n12`?
PC-3: 86; SF-268: 82; SK-OV-3: 116; DU-145: 86; U251: 101; OVCAR-8: 88; OVCAR-5: 115; OVCAR-4: 77; OVCAR-3: 107

What do the screens show for `N#Cc1ccc(Cn2c(-c3nonc3N)nc3ccccc32)cc1`?
PC-3: 89; SF-268: 76; SK-OV-3: 70; DU-145: 103; U251: 80; OVCAR-8: 79; OVCAR-5: 95; OVCAR-4: 88; OVCAR-3: 93

Results for Cn1c(=O)sc2ccccc21 ?
PC-3: 98; SF-268: 102; SK-OV-3: 101; DU-145: 106; U251: 102; OVCAR-8: 103; OVCAR-5: 93; OVCAR-4: 109; OVCAR-3: 109

Results for COc1cc(C(=O)Nc2nc3c(cc4c5c(cccc53)CC4)s2)cc(OC)c1OC ?
PC-3: 63; SF-268: 124; SK-OV-3: 104; DU-145: 112; U251: 79; OVCAR-8: 73; OVCAR-5: 102; OVCAR-4: 81; OVCAR-3: 106

What do the screens show for `CCOC(=O)n1cc(-c2nonc2-c2cn(C)c3ncccc23)c2cc(F)ccc21`?
SF-268: 74; SK-OV-3: 86; DU-145: 91; U251: 77; OVCAR-8: 85; OVCAR-5: 88; OVCAR-4: 55; OVCAR-3: 78

Results for COc1cc(/C(=C2/O[C@@H]([C@H](O)CO)[C@H]3OC(C)(C)O[C@@H]23)c2ccc3ccccc3c2)cc(OC)c1OC ?
PC-3: 56; SF-268: 104; SK-OV-3: 113; DU-145: 112; U251: 96; OVCAR-8: 101; OVCAR-5: 97; OVCAR-4: 104; OVCAR-3: 109

What do the screens show for `Oc1ccc(SCCCCCCSc2ccc(O)cc2)cc1`?
PC-3: 48; SF-268: 55; SK-OV-3: 76; DU-145: 55; U251: 56; OVCAR-8: 43; OVCAR-5: 95; OVCAR-4: 66; OVCAR-3: 59

Results for Fc1ccc(OCc2n[nH]c(=S)n2-c2ccccc2)cc1 ?
PC-3: 112; SF-268: 105; SK-OV-3: 110; DU-145: 124; U251: 98; OVCAR-8: 114; OVCAR-5: 97; OVCAR-4: 107; OVCAR-3: 116

What do the screens show for `CCOC(=O)C1=C(C)n2nc(CC#N)c(C#N)c2NC1c1ccc(C2Nc3c(C#N)c(CC#N)nn3C(C)=C2C(=O)OCC)cc1` (stereo not given)?
PC-3: 94; SF-268: 109; SK-OV-3: 98; DU-145: 115; U251: 102; OVCAR-8: 110; OVCAR-5: 98; OVCAR-4: 96; OVCAR-3: 106

Results for Clc1nc2ccccc2cc1Cn1nnnc1Cc1ccccc1 ?
SF-268: 88; SK-OV-3: 89; DU-145: 101; U251: 97; OVCAR-8: 93; OVCAR-5: 93; OVCAR-4: 76; OVCAR-3: 91

Results for CCCCOC(=O)C1OC(Oc2ccc3c(C)cc(=O)oc3c2)[C@@H](O)C(O)C1O (stereo not given in full) ?
PC-3: 103; SF-268: 99; DU-145: 106; U251: 95; OVCAR-8: 102; OVCAR-5: 99; OVCAR-4: 93; OVCAR-3: 111

What do the screens show for `CC(C)(C)n1cc(-c2ccnc(NCCNS(=O)(=O)c3ccc(Cl)cc3)c2)c(-c2cccc(F)c2)n1`?
PC-3: 108; SF-268: 96; SK-OV-3: 106; DU-145: 101; U251: 81; OVCAR-8: 92; OVCAR-5: 111; OVCAR-4: 89; OVCAR-3: 107

What do the screens show for `CCOC(=O)c1sc2nc(/C=C/c3cccc(OC)c3OC)[nH]c(=O)c2c1C`?
PC-3: 98; SF-268: 100; SK-OV-3: 106; DU-145: 112; U251: 106; OVCAR-8: 95; OVCAR-5: 101; OVCAR-4: 105; OVCAR-3: 114

What do the screens show for `O=C1/C(=C/c2cc3cc4c(cc3nc2Cl)OCCO4)SC(=S)N1CCc1ccc(O)cc1`?
PC-3: 92; SF-268: 90; SK-OV-3: 105; DU-145: 102; OVCAR-8: 101; OVCAR-5: 100; OVCAR-4: 92; OVCAR-3: 100

Results for NNC(=O)C1CC(O)Cc2cc(F)ccc2N1 (stereo not given) ?
PC-3: 91; SF-268: 102; SK-OV-3: 97; DU-145: 116; U251: 96; OVCAR-8: 98; OVCAR-5: 107; OVCAR-4: 118; OVCAR-3: 104

How did O=c1oc2ccccc2cc1C1=NN(c2ccccc2)C(c2cn(-c3ccccc3)nc2-c2ccc(Br)cc2)C1 (stereo not given) do in these assays?
PC-3: 96; SF-268: 96; SK-OV-3: 92; DU-145: 103; U251: 98; OVCAR-8: 94; OVCAR-5: 98; OVCAR-4: 95

What do the screens show for `COc1ccc(CCNC(=O)c2cccc(Cl)c2)cc1OC`?
PC-3: 102; SF-268: 105; SK-OV-3: 123; DU-145: 101; U251: 94; OVCAR-8: 95; OVCAR-5: 105; OVCAR-4: 115; OVCAR-3: 107

Results for CCCCCCCCCCCCCCCCCC(=O)OCC1(COC(=O)CCCCCCCCCCCCCCCCC)COC(CCCCCCCCCCCCCCCCC)=N1 ?
PC-3: 92; SF-268: 104; SK-OV-3: 99; DU-145: 109; OVCAR-8: 101; OVCAR-5: 98; OVCAR-3: 107

Part of the list above in order of molecular weight, rising.
What do the screens show for `CC(C)(C)C(=O)C(=O)C(C)(C)C`?
PC-3: 92; SF-268: 101; SK-OV-3: 114; DU-145: 104; U251: 98; OVCAR-8: 100; OVCAR-5: 106; OVCAR-4: 107; OVCAR-3: 108

What do the screens show for `CC(O)CNC1c2ccccc2CC1O` (stereo not given)?
PC-3: 94&87; SF-268: 108&101; SK-OV-3: 99&118; DU-145: 114&117; U251: 104&93; OVCAR-8: 98&91; OVCAR-5: 104&93; OVCAR-4: 101; OVCAR-3: 115&110

How did CN(C)c1ncnc2c1ncn2-c1ccccc1 do in these assays?
PC-3: 99; SF-268: 96; SK-OV-3: 111; DU-145: 114; U251: 101; OVCAR-8: 106; OVCAR-5: 90; OVCAR-4: 107; OVCAR-3: 106

How did COC(=O)c1cc(Cl)ccc1NCC(N)c1ccccc1 (stereo not given) do in these assays?
PC-3: 92&82; SF-268: 91&96; SK-OV-3: 101&89; DU-145: 103&113; U251: 90; OVCAR-8: 98&97; OVCAR-5: 108; OVCAR-4: 101&95; OVCAR-3: 96&98

How did CCCC(=O)Nc1ccc2c(c1)CN1C(=O)c3ccccc3C1=N2 do in these assays?
PC-3: 99; SF-268: 101; SK-OV-3: 110; DU-145: 101; U251: 99; OVCAR-8: 98; OVCAR-4: 107; OVCAR-3: 102

What do the screens show for `COc1ccc(CCNC(=O)c2cccc(Cl)c2)cc1OC`?
PC-3: 102; SF-268: 105; SK-OV-3: 123; DU-145: 101; U251: 94; OVCAR-8: 95; OVCAR-5: 105; OVCAR-4: 115; OVCAR-3: 107

What do the screens show for `CC(C)(C)NC(=O)C(OC(=O)C1CC1c1ccc(F)c(F)c1)c1ccc(Cl)cc1` (stereo not given)?
PC-3: 96; SF-268: 114; SK-OV-3: 98; DU-145: 113; U251: 99; OVCAR-8: 105; OVCAR-5: 108; OVCAR-4: 105; OVCAR-3: 110

What do the screens show for `C[C@]12CC[C@@H]3c4ccc(O)cc4CC[C@H]3[C@@H]1CC[C@@H]2NS(=O)(=O)c1ccc2ccccc2c1`?
PC-3: 39; SF-268: 59; SK-OV-3: 96; DU-145: 74; OVCAR-8: 60; OVCAR-5: 111; OVCAR-4: 59; OVCAR-3: 57

What do the screens show for `COc1ccc(-c2cc(C(=O)Oc3ccc(C=O)cc3OC)nn2-c2ccc(S(C)(=O)=O)cc2)cc1`?
PC-3: 91; SF-268: 103; SK-OV-3: 122; DU-145: 110; U251: 101; OVCAR-8: 103; OVCAR-5: 125; OVCAR-4: 90; OVCAR-3: 93

Results for CCCCCCCCCCCCCCCCCC(=O)OCC1(COC(=O)CCCCCCCCCCCCCCCCC)COC(CCCCCCCCCCCCCCCCC)=N1 ?
PC-3: 92; SF-268: 104; SK-OV-3: 99; DU-145: 109; OVCAR-8: 101; OVCAR-5: 98; OVCAR-3: 107

Compound activity as filed in PubChem.

Random draw from the library; any-hit rate near 9.5%.
